KCNH2 3.1 inh – KCNH2 3.1 (human) potassium channel inhibition; AID 720553; activity change, % (tested at about 1.8 µM); U2OS KCNH2 3.1, thallium flux FluxOr; stronger effect = lower value; 340,000 tested, 0.95% active;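 active = maximum activity change below -70%; inconclusive = maximum activity change from -70% to -50%; inactive = maximum activity change above -50%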;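 also: thallium influx rate constant from kinetic fluorescence after stimulation buffer; % is scaled to controls: 0 for no effect and ±100 for the full control effect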
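U2OS cells transduced with KCNH2 3.1 mutant virus (1.77 x 10^8 /mL, 4 h), plated overnight at 37 C, loaded 45 min with FluxOr dye plus Red40 quencher. Thallium flux rate constant from kinetic reads after stimulation buffer, normalised to controls.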
MBNL1 CUG block – blocks human MBNL1 binding to CUG repeat RNA | AID 2675 | 280,000 tested, 0.036% active | Potency, µM (highest dose often 57.5 µM), inactives show top-dose activity change, negative = inhibition, usual class: inhibitors | Q9NR56 | TR-FRET MBNL1-His/biotin-(CUG)12 binding, 665/545 ratio; active = well fitted inhibition curve with a large enough effect in the signal ratio, with a control signal flat, not every such curve was filed as active; inconclusive = small, poorly fitted or top-dose-only effect, or effect the other way, or a change in a side signal; inactive = no such curve, though single readings can be large or run the other way; the % refers to the signal ratio; also: potency is read from the fitted curve at half-maximal effect; % is scaled to controls: 0 for no effect and ±100 for the full control effect
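His-tagged MBNL1 binding to biotinylated (CUG)12 RNA was measured by TR-FRET using terbium anti-His antibody (0.055 ng/ul final) and streptavidin-XL665 (5 nM final). Compounds were titrated 92 nM to 58 uM; 60 min at room temperature.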
NPC1 prom act – activates the NPC1 promoter. Huh7 NPC1 promoter luciferase reporter, 24 h. Potency, µM (titrated, usually from 9.22 µM), for the others: at the highest dose activation, usual class: activators. 320,000 tested, 2.4% active. AID 485313;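 also: potency is read from the fitted curve at half-maximal effect; % of control where 0% means no effect; nearly all actives have a fitted effect of over 60% in size; reporter is driven by a mutant NPC1 promoter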
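Readout is luciferase luminescence, reflecting NPC1 promoter activation in stably transfected Huh7 cells after 24 h compound exposure at 37 °C in reduced-serum medium with 10% FBS.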
FLuc counter – firefly luciferase modulation, counter-screen for miR-21 project. 360,000 tested, 6.9% active. AID 588342. Potency, µM (top dose mostly 57.5 µM), without a hit: at the highest dose activity change, negative = inhibition, hits mostly inhibitors. P08659. purified FLuc, Km substrates, luminescence inhibition;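 also: potency is read from the fitted curve at half-maximal effect; plate controls were vehicle for no effect and reference inhibitor for full effect; nearly all actives have a fitted effect of over 55% in size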
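Purified P. pyralis luciferase (10nM final) with 10uM D-luciferin and 10uM ATP (Km levels) in 50mM Tris acetate pH 7.5, 10mM Mg acetate, 0.01% Tween-20, 0.05% BSA; qHTS 6-point titration, ~60 µM downward; luminescence read.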
Rab9 promoter act – activates the Rab9 promoter; AID 485297; 320,000 tested, 2.8% active; Huh7 Rab9 promoter-luciferase reporter, luminescence, 24 h; Potency, µM (series often up to 9.22 µM), inactives show at the highest dose activation, negative = inhibition, usual class: activators; also: potency is read from the fitted curve at half-maximal effect; % of control where 0% means no effect; nearly all actives have a fitted effect of over 60% in size
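Steps: seed 1500 Huh7 Rab9-luc cells per well, rest 2 h at 37 °C; add compound in DMSO; incubate 24 h; add luciferase reagent, 10 min ambient; read luminescence.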
PKM2 activator – PKM2 (human) enzyme activation; P14618; purified PKM2, Kinase-Glo ATP luminescence, activation; response scale: 0% is enzyme alone, no compound; Potency, µM (doses to about 57.5 µM), without a hit: at the highest dose activation, usual class: activators; 260,000 tested, 0.34% active; AID 1631; also: potency is read from the fitted curve at half-maximal effect; % is scaled to controls: 0 for no effect and ±100 for the full control effect; nearly all actives have a fitted effect of over 55% in size
Target sequence (P14618 whole entry, looked up): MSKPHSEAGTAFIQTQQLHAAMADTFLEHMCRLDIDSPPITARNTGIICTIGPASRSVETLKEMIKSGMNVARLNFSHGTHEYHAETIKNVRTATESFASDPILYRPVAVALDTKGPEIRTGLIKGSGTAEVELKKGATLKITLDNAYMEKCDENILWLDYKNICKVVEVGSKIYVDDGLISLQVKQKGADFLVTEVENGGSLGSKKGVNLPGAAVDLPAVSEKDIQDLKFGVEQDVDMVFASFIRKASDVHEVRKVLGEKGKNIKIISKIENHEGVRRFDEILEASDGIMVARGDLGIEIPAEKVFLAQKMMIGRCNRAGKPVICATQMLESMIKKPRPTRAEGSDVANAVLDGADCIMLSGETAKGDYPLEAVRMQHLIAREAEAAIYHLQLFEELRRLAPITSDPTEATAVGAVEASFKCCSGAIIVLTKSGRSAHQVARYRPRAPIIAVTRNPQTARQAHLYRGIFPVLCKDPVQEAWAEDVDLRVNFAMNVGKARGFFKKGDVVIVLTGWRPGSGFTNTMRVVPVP
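Kinase-Glo luminescence reports ATP generated from ADP (0.1 mM) and PEP (0.5 mM) by purified hPK-M2 after 1 h at room temperature, pH 7.2 imidazole buffer; intermediate enzyme activity allows detecting inhibitors and activators.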
RORg inh – ROR gamma (mouse) transcription inhibition. P51450. Drosophila S2 Gal4-RORgamma UAS-luciferase reporter, 20 h. Potency, µM (highest dose often 53.6 µM), for inactives: at the top dose activity change, negative = inhibition, usual class: inhibitors. 310,000 tested, 5.4% active; also: potency is read from the fitted curve at half-maximal effect; % is scaled to controls: 0 for no effect and ±100 for the full control effect; nearly all actives have a fitted effect of over 60% in size
Target sequence (P51450 whole entry, looked up, the tested form may be a part): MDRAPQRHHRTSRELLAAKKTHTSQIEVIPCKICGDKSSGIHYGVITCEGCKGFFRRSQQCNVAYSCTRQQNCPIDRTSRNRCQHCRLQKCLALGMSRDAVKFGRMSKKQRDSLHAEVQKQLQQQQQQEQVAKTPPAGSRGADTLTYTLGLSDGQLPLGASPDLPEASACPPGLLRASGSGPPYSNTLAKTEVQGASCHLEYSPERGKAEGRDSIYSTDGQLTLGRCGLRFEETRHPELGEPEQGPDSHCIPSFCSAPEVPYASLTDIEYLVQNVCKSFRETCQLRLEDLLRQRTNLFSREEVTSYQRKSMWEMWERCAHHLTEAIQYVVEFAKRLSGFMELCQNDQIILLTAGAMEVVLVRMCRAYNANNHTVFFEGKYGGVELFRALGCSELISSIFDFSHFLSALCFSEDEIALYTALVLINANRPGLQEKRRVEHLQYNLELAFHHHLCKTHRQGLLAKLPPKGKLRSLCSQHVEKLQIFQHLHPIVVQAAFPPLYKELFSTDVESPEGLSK
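Schneider cells (Drosophila), stable Gal4 DBD–ROR gamma + UAS-luc; 1 hr cmpd preincubation; Cu2+ induction 700 uM final; 20 hr ambient; luminescence.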
Menin-MLL TR inh – inhibitors of human menin-MLL interaction, mutant MLL peptide. Menin + Texas Red MLL mutant peptide, fluorescence polarization. Potency, µM (highest dose often 61.6 µM), inactives show at the top dose FP activity change, negative = inhibition, actives largely listed as inhibitors. 270,000 tested, 0.23% active; active = well fitted inhibition curve with a large enough effect in the polarisation, with a control signal flat, not every such curve was filed as active; inconclusive = small, poorly fitted or top-dose-only effect, or effect the other way, or a change in a side signal; inactive = no such curve, though single readings can be large or run the other way; the % refers to the polarisation; also: potency is read from the fitted curve at half-maximal effect; % of control where 0% means no effect; many of its hits are not listed in these tables
ELG1 repair inh – ELG1-dependent DNA repair inhibition | HEK293T ELG1-luciferase reporter, luminescence, 16 h; DNA damage induced by 5-fluorouridine | Potency, µM (series often up to 46.1 µM), for the others: at the top dose activity change, negative = inhibition, hits mostly inhibitors | 330,000 tested, 2.3% active; also: potency is read from the fitted curve at half-maximal effect; % is scaled to controls: 0 for no effect and ±100 for the full control effect; nearly all actives have a fitted effect of over 55% in size
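Cells (2,000 per well) received 5-fluorouridine plus test compound or DMSO and were incubated 16 hr at 37 °C, 5% CO2. Luciferase activity was read by luminescence 30 min after ONE-Glo addition; signal suppression marked inhibition of damage-induced ELG1 function.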
Mito fusion yeast – inhibitors of mitochondrial division or activators of mitochondrial fusion | 320,000 tested, 0.23% active | S. cerevisiae fusion-defective mutant growth rescue, CellTiterGlo 48 h | Potency, µM (doses to about 46.1 µM), without a hit: at the top dose growth rescue (activation), hits mostly activators | AID 485298;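 also: potency is read from the fitted curve at half-maximal effect; % of control where 0% means no effect; nearly all actives have a fitted effect of over 45% in size; temperature-sensitive fusion mutants such as fzo1-1 at 37 °C on non-fermentable ethanol glycerol medium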
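Growth-rescue viability read-out: after 48 h at the non-permissive 37C in glycerol/ethanol YPEG, yeast mitochondrial fusion mutants are measured by CellTiterGlo luminescence; compounds (23 nl pinned per well) restoring growth score as division inhibitors or fusion activators.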
Gal4-VP16 FLuc – inhibits Gal4-VP16 luciferase reporter, ROR gamma counter-screen | Drosophila S2 Gal4-VP16 UAS-luciferase, luminescence, 20 h | Potency, µM (highest dose often 53.6 µM), without a hit: at the highest dose activity, negative = inhibition, hits mostly inhibitors | 310,000 tested, 3.5% active | AID 2546;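 also: Gal4-VP16 expression switched on by copper sulfate through the metallothionein promoter; potency is read from the fitted curve at half-maximal effect; % is scaled to controls: 0 for no effect and ±100 for the full control effect; nearly all actives have a fitted effect of over 50% in size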
* marks the source's active call; other numbers are inactive results; ? = inconclusive; / = not tested or not shown; [ ] = another dose, or the depositor's remark. Unless noted, calls follow the shape of the dose curve; as a rule, active = well fitted curve in the direction sought with a large enough effect; inconclusive = small, poorly fitted or top-dose-only effect, or another doubt; inactive = no such curve, though single readings can be large; an effect the other way counts as inactive or inconclusive. Some of the compounds tested (hit frequency here may not be typical).

SMILES	KCNH2 3.1 inh	MBNL1 CUG block	NPC1 prom act	FLuc counter	Rab9 promoter act	PKM2 activator	RORg inh	Menin-MLL TR inh	ELG1 repair inh	Mito fusion yeast	Gal4-VP16 FLuc
C/C=C/Cn1c(SCc2ccc(Cl)cc2)nc2c1c(=O)[nH]c(=O)n2C	9	1%	-1%	6%	-6%	-1%	22%	?	-17%	23%	-4%
Cc1cc(OC(C)C(=O)NCCN2CCOCC2)c2c(C)c(C)c(=O)oc2c1 (stereo not given)	1	5%	-2%	2%	3%	-1%[0.46 µM]	-33%	2%	?	-9%	2%
COc1ccc(-n2nc(C(=O)NCC(=O)NC(C)C)c3ccccc3c2=O)cc1	11	?	2%	1%	1%	/	-5%	-17%	-1%	8%	-7%
COC(=O)c1cc(C(=O)OC)cc(-n2c(C)cc(C=O)c2C)c1	-7	-1%	0%	-2%	0%	-5%	-9%	-16%	15%	-4%	-5%
NS(=O)(=O)c1ccc(CCNC(=S)Nc2ccc(F)cc2)cc1	6	-3%	-1%	0%	-2%	0%	5%	9%	1%	-3%	3%
Cc1ccc(NC(=O)CC2SC3=NCCCN3C2=O)c(C)c1 (stereo not given)	-3	17%	0%	-3%	7%	24%	?	-2%	17%	-20%	11%
CC1(C)Cc2nc3sc(C(=O)NCCO)c(N)c3cc2CO1	3	?	25%	27µM*	15%	11%	29%	-21%	?	-6%	-3%
CC(=O)Nc1nc2ccccc2n1Cc1ccccc1	-13	-6%	0%	2%	7%	4%	2.2µM*	-2%	34%	-9%	5.6µM*
Cc1c(CNCCc2ccccc2)c(C(=O)O)c(C)n1-c1ccccc1	3	-6%	0%	-17%	0%	/	-4%	-30%	?	-11%	21%
O=C(CN1C(=O)NC2(CCCCC2)C1=O)Nc1cccc2ncccc12	13	/	3%	1%	-3%	/	/	/	10%	-2%	/
Cc1c(NC(=O)c2ccc(N(C)S(=O)(=O)c3ccccc3)cc2)c(=O)n(-c2ccccc2)n1C	-2	0%	1%	6%	-2%	1%	15%	-7%	?	-2%	2%
O=C(NC1CC1)c1cccc(Oc2ccccc2)c1	-2	-3%	10%	?	6%	1%	22%	7%	23%	7%	?
O=C(O)c1ccc(CNS(=O)(=O)c2ccc3ccccc3c2)cc1	3	4%	1%	-11%	-6%	2%	-3%	-13%	8%	11%	5%
COc1ccc(-c2nc(CS(=O)CC(=O)NCc3ccc(F)cc3)c(C)o2)cc1 (stereo not given)	-1	-1%	-4%	-18%	0%	/	?	3%	-8%	2%	1%
CC(=O)c1nn(-c2ccc(C(F)(F)F)cc2)c(=O)[nH]c1=O	-4	16%	-2%	3%	6%	/	-1%	13%	13%	-9%	-4%
CCOc1ncccc1C(=O)NNC(=O)c1cccc(S(=O)(=O)Nc2ccc(OC)cc2)c1	4	3%	-1%	-1%	2%	8%	18%	/	-19%	3%	13%
Cc1cc(C)cc(Oc2nn[nH]n2)c1	3	-20%	-5%	2%	-2%	2%	1%	/	0%	-2%	-2%
CCN(CC)C(=O)COc1coc(CN2CCN(c3ccccc3F)CC2)cc1=O	1	-1%	-4%	2%	-1%	/	-10%	/	3%	2%	-4%
Fc1ccc(Nc2ccc(-c3ccc(F)cc3)nn2)cc1	0	13%	?	5.4µM*	3.2µM*	-1%	14%	?	?	18%	-10%
Cc1ccc(NC(=O)CO/N=C/c2ccccc2C)c(C)c1	2	9%	0%	2%	-4%	2%	8%	?	-5%	-6%	15%
CC(=O)NC(Cc1c[nH]c2ccccc12)C(=O)N1CCc2ccccc2C1 (stereo not given)	-4	?	2%	2%	0%	0%	23%	-10%[11.7 µM]	-5%	3%	-5%
CCn1ccc(C(=O)Oc2ccc(Cl)cc2)n1	-5	-1%	3%	7.6µM*	-4%	3%	18%	0%	14%	-2%	6%
Cn1c(=O)[nH]c(=O)c2c1nc(N1CCNCC1)n2Cc1ccccc1	-3	-4%	-1%	13%	0%	1%	-5%	-4%	1%	-1%	-12%
O=c1[nH]c(C2CCN(S(=O)(=O)c3ccccc3)CC2)nc2c1nnn2Cc1ccccc1	-16	-15%	-5%	-5%	0%	1%	24%	5%	1%	8%	-10%
CC(C(=O)Nc1ccc(C#N)cc1)N1CCN(C(=O)C2CC2)CC1 (stereo not given)	-10	/	1%	3%	-3%	/	/	/	2%	1%	/
CN(Cc1ccccc1)C(=O)c1nc[nH]c1C(=O)N1CCc2ccccc2C1	/	/	0%	0%	-9%	/	/	/	9%	-8%	/
CCN(C(=O)CSc1nc(N)cc(=O)[nH]1)c1c(N)n(Cc2ccccc2)c(=O)[nH]c1=O	7	/	0%	-2%	0%	/	/	/	7%	-3%	/
CCOc1ccc(NC(=O)CN2CCN(CC(=O)Nc3ccc(OC)cc3OC)CC2)cc1	?	-2%	2%	0%	-16%	/	30%	?	?	-8%	-1%
Cc1occc1-c1n[nH]c(=S)n1-c1ccccc1	-5	9%	0%	0%	2%	-13%	?	4%	-2%	-7%	?
O=C(COC(=O)c1ccccc1NS(=O)(=O)c1ccc(Cl)cc1)NCc1ccccc1	-7	-20%	-3%	-1%	-3%	0%	?	-7%	?	11%	?
O=C(NC(c1ccccc1)c1cc(Cl)c2cccnc2c1O)c1cccnc1 (stereo not given)	/	/	-27%	-1%	-25%	4%	0.63µM*	?	?	-6%	0.79µM*
CNC(CC(C)C)C(=O)NC1C(=O)NC(CC(N)=O)C(=O)NC2C(=O)NC3C(=O)NC(C(=O)NC(C(=O)O)c4cc(O)cc(O)c4-c4cc3ccc4O)C(O)c3ccc(c(Cl)c3)Oc3cc2cc(c3OC2OC(CO)C(O)C(O)C2OC2C[C@](C)(N)C(O)C(C)O2)Oc2ccc(cc2Cl)C1O (stereo not given in full)	-3	/	-2%	-1%	-1%	/	/	/	-1%	1%	/
COc1ccc(C(=O)N(Cc2ccco2)Cc2cccs2)c(O)c1	16	?	1%	4%	-2%	4%	21%	1%	-1%	12%	-18%
Cc1ccc2c(C)c(C(=O)N3CCCC(C(N)=O)C3)oc2c1C (stereo not given)	3	-10%	30%	?	?	-1%	/	-9%	?	3%	/
O=c1nc(NCc2ccccc2Cl)cn[nH]1	-24	0%	-1%	6%	4%	2%	31%	2%	-5%	2%	-9%
C/C=C/c1ccc(OCCCCOc2c(OC)cccc2OC)c(OC)c1	0	/	1%	-3%	-9%	0%	11%	10%	?	17%	5%
CC(=O)N1CCN(c2ccc(NCc3cccc4ccccc34)cc2)CC1	-2	7%	3%	-2%	0%	8%	81%	-26%	-18%	-2%	8%
CCN1CCN(C(c2ccccc2)c2nnnn2Cc2ccccc2)CC1 (stereo not given)	-3	-15%	-1%	1%	-1%	7%	-6%	0%	16%	-3%	-5%
COc1ccccc1NC(=O)c1cc(-c2cc(OC)c(OC)c(OC)c2)nc2ccccc12	-2	-7%	-2%	-2%	-4%	1%	0%	7%	?	?	?
Cc1cc(=O)n2c(nc3ccccc32)[nH]1	2	-12%	-1%	-19%	3%	1%	21%	-14%	6%	0%	25%
CCCNC(=S)N1CCC(NC(=O)c2ccc(C)cc2)CC1	-6	-6%	-1%	0%	-4%	1%[11.5 µM]	2%	-4%	-16%	-3%	-12%
COc1ccc(C(=O)NCc2nnc(SCC(=O)NC3=NCCS3)n2C)cc1	-10	-4%	-1%	?	7%	1%	0%	9%	-5%	-1%	2%
CCC1(c2ccccc2)NC(=O)N(CC#N)C1=O (stereo not given)	5	-3%	3%	-2%	1%	-10%	-14%	4%	-6%	1%	1%
CCc1ccc(Nc2cc(=O)n(C3CCCCC3)c(=O)[nH]2)cc1	0	2%	26%	-19%	23%	11%	?	16%	?	-3%	0%
Cc1cc(C)c(C)c(S(=O)(=O)NCC(=O)Nc2sc3c(c2C(N)=O)CCCC3)c1C	0	8%	0%	3%	-4%	-14%	-12%	-20%	?	1%	-2%
O=C(Nc1ccccc1OC(F)F)c1ccc(S(=O)(=O)N2CCOCC2)cc1	-11	-2%	1%	-1%	-3%	-2%	-13%	8%	4%	-1%	0%

From PubChem
